High-throughput results (PubChem)
Eya2 phos inh: qHTS Assay for Inhibitors of the Phosphatase Activity of Eya2; Protein phosphatase EYA2 (Homo sapiens), O00167; recombinant Eya2, OMFP fluorescence dephosphorylation (OMFP is methylfluorescein phosphate); Potency, µM (top dose mostly 76.9 µM), without a hit: top-dose activity, negative = inhibition, hits mostly inhibitors; 0.006% of 330,000 active; note: potency is the fitted concentration of half-maximal effect
Target sequence (O00167 whole entry, looked up): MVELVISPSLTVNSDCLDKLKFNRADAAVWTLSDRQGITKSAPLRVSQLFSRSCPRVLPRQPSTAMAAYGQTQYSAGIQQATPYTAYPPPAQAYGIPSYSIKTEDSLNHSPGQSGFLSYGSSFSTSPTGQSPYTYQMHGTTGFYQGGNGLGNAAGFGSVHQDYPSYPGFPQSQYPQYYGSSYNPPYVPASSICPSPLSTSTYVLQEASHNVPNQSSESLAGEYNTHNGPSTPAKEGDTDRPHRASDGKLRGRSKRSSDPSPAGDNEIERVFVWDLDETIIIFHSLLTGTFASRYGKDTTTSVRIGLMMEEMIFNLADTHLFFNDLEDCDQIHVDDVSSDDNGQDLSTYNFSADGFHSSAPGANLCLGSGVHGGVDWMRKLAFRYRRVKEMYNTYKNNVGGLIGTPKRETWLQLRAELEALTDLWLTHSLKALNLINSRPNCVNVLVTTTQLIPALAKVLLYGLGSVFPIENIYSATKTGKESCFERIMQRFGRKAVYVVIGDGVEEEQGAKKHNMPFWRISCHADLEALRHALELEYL
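Eya2 (0.2 uM) preincubated 10 min at ambient with compound, then OMFP substrate added at 50 uM; 10 min reaction in 50 mM HEPES pH 7.5, 50 mM NaCl, 5 uM MgCl2, 0.05% BSA, 1 mM DTT. Fluorescence read at Ex 485/Em 525 nm.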
Coupling enz: qHTS Assay for Inhibitors of Fructose-1,6-bisphosphate Aldolase from Giardia Lamblia: Coupling assay counterscreen; 0.67% of 290,000 active; activity change, negative = inhibition, % at 58.2 µM, hits read low; AID 2472, 2010; coupling enzyme system counterscreen, AmpLite Red fluorescence; in the data active = activity change below about -30%
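First, compound is pin-transferred into glyceraldehyde-3-phosphate coupling-enzyme reagent at 57.5 uM final and held 10 min at RT. Next, substrate, coupling system and AmpLite Red are added. After 20 min RT, fluorescence (525/598 nm) is read.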
B2AR arrestin: qHTS assay of beta-arrestin-biased ligands of beta2-adrenergic receptor; Beta-2 adrenergic receptor (Homo sapiens), P07550; beta-arrestin recruitment to beta2AR, cell-based reporter; Potency, µM (titrated, usually from 46.1 µM), inactives show at the highest dose activation, most hits filed as activators; 0.02% of 330,000 active; AID 492947, 2010;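 note: potency is the fitted concentration of half-maximal effect; 0% = DMSO controls and full agonism = EC100 isoproterenol or metaproterenol; nearly all actives have a fitted effect of over 65% in size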
uPA generation: qHTS for Inhibitors of Cell Surface uPA Generation. AID 540303, 2011. cell surface uPA generation assay, qHTS. Potency, µM (titrated, usually from 38.3 µM), inactives show at the highest dose activity change, negative = inhibition, usual class: inhibitors. 0.31% of 330,000 active; active = well fitted inhibition curve with a large enough effect; inconclusive = small, poorly fitted or top-dose-only effect; inactive = no such curve, though single readings can be large or run the other way; tested in mouse RAW 264.7 cells; note: potency is the fitted concentration of half-maximal effect; nearly all actives have a fitted effect of over 55% in size
USP2a block: qHTS Assay for Inhibitors of Ubiquitin-specific Protease USP2a Using CHOP2 as the Reporter; Ubiquitin carboxyl-terminal hydrolase 2 (Homo sapiens), O75604; USP2 core, Ub-CHOP2 coupled fluorogenic reporter, 485/531; Potency, µM (titrated, usually from 38.3 µM), without a hit: at the top dose activity change, negative = inhibition, most hits filed as inhibitors; 0.01% of 330,000 active;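 note: potency is the fitted concentration of half-maximal effect; plate controls were DMSO wells for no effect and full inhibition by NEM control for full effect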
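USP2 core (10nM final) preincubated 30min RT with compound in 20mM Tris-HCl pH 8.0, 2mM CaCl2, 2mM beta-mercaptoethanol, 0.05% CHAPS; 25nM Ub-CHOP2 plus 25nM reporter substrate added, fluorescence (Ex485/Em531) read after 60min.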
PKM2 activator: qHTS Assay for Activators of Human Muscle isoform 2 Pyruvate Kinase; 0.34% of 260,000 active; AID 1631, 2009; Potency, µM (highest dose often 57.5 µM), without a hit: at the top dose activation, most hits filed as activators; Pyruvate kinase PKM (Homo sapiens), P14618; purified PKM2, Kinase-Glo ATP luminescence, activation; response scale: 0% is enzyme alone, no compound; note: potency is the fitted concentration of half-maximal effect; nearly all actives have a fitted effect of over 55% in size
Target sequence (P14618 whole entry, looked up, canonical isoform): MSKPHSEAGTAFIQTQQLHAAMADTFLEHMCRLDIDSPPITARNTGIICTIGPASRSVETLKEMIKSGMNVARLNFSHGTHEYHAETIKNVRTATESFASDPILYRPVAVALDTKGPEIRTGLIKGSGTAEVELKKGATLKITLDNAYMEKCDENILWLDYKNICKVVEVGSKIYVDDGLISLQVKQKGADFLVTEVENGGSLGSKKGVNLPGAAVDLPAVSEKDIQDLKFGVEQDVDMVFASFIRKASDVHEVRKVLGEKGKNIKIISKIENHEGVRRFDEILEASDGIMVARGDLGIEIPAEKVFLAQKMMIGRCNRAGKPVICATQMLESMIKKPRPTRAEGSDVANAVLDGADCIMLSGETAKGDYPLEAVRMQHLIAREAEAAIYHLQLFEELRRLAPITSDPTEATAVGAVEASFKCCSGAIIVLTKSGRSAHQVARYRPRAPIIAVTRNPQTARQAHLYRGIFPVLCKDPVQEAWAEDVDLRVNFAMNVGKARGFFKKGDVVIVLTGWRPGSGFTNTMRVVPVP
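Purified hPK-M2 (>95% pure) converted ADP (0.1 mM final) to ATP with 0.5 mM PEP in 50 mM imidazole pH7.2, KCl, MgCl2, Tween 20, BSA; 1 h at room temperature. ATP detected by Kinase-Glo luminescence.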
Chronic BCR inh: qHTS Assay to Find Inhibitors of Chronic Active B-Cell Receptor Signaling | AID 493014, 2011 | ABC-DLBCL IkBa-CBG/CBR reporter, luminescence ratio, 4 h | Potency, µM (series often up to 46.1 µM), for the others: at the top dose ratio change, negative = lower green/red ratio, most hits filed as inhibitors | 0.05% of 340,000 active; active = well fitted inhibition curve with a large enough effect in the signal ratio, with a control signal flat, not every such curve was filed as active; inconclusive = small, poorly fitted or top-dose-only effect, or effect the other way, or a change in a side signal; the % refers to the signal ratio;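 note: potency is the fitted concentration of half-maximal effect; plate controls were basal doxycycline-induced cells for no effect and cells given 10 µM MG132 for full effect; MG132 reads +100%, hits lower the ratio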
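TMD8 human ABC-DLBCL cells with doxycycline-inducible IκBα–green luciferase fusion and unfused red luciferase, in 0.5% FBS medium; compounds up to 46 uM, 4 h at 37C. Green/red luminescence ratio, filter-overlap corrected, fitted to concentration-response curves.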
KCNH2 3.1 block: qHTS for Inhibitors of KCHN2 3.1: Mutant qHTS. activity change, % (tested at about 1.8 µM). U2OS KCNH2 3.1, thallium flux FluxOr; hits give low values. Potassium voltage-gated channel subfamily H member 2, brain isoform KCNH2 3.1 (human). 0.95% of 340,000 active. AID 720553, 2013;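 active = maximum activity change below -70%; inconclusive = maximum activity change from -70% to -50%; inactive = maximum activity change above -50%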;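 note: thallium influx rate constant from kinetic fluorescence after stimulation buffer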
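FluxOr-based Tl+ influx in U2OS cells transduced with KCNH2 3.1 virus; rate constants normalized to DMSO controls.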
Giardia kill: Small Molecules that selectively kill Giardia lamblia: qHTS; 0.15% of 340,000 active; AID 540267, 2011; activity change, % at 7.66 µM, hits read low; Giardia lamblia trophozoite viability; in the data active = activity change below about -80%; inconclusive = between about -30% and that limit;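 note: parasites exposed to compound for two days anaerobically before the ATP read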
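Compounds were tested on trophozoites seeded at 100 cells/well and held 48 hrs at 37 deg C anaerobically. An ATP-based luminescent kit measured the remaining live cells.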
KCNH2 WT inh: qHTS for Inhibitors of KCHN2 3.1: Wildtype qHTS | U2OS, BacMam KCNH2, thallium flux FluxOr; hits give low values | activity change, % at 1.84 µM | AID 720551, 2013 | 0.37% of 340,000 active;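 active = maximum activity change below -70%; inconclusive = maximum activity change between -70% and -50%; inactive = maximum activity change above -50%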
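U2OS cells were transduced with wild-type KCNH2 virus (2.03 x 10^8 / mL) for 4 h at room temperature, then cultured overnight at 37 C. Thallium flux was read with FluxOr dye. Rate constants were normalized to DMSO controls.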
GALK inhibitor: qHTS Assay for Inhibitors of Human Galactokinase (GALK) | Purified GALK, Kinase-Glo residual ATP luminescence | 0.007% of 270,000 active | Potency, µM (series often up to 57.5 µM), for the others: at the top dose activity change, negative = inhibition, most hits filed as inhibitors | P51570; note: potency is the fitted concentration of half-maximal effect
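ATP-depletion format; final 35 uM ATP, 100 uM D-galactose, 5 nM enzyme; pH 8.0 HEPES/Mg2+ buffer; 60 min RT; luminescence read 10 min after detection reagent.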
* = called active by the depositor; ? = inconclusive; . = not tested or not shown; [ ] = remark or other dose. Unless noted, calls come from the whole dose curve; as a rule, active = well fitted curve in the direction sought with a large enough effect; inconclusive = small, poorly fitted or top-dose-only effect, or another doubt; inactive = no such curve, though single readings can be large; an effect the other way counts as inactive or inconclusive. Unless noted, % is set by controls: 0 for no effect and ±100 for the full control effect.

cpd	canonical_smiles	Eya2 phos inh	Coupling enz	B2AR arrestin	uPA generation	USP2a block	PKM2 activator
1	Cc1ccc(N(Cc2ccccc2)C(=O)c2ccc(C)c(S(=O)(=O)N3CCOCC3)c2)cc1	-11%	.	0.1%	-24%	-6%	.
2	CS(=O)(=O)N(CC(=O)N1CCCC1)Cc1ccc(Cl)c(Cl)c1	3%	1	-0.5%	19%	-1%	1%
3	O=C(N/N=C/c1c(F)cccc1Cl)C1CC1	7%	1	-1.0%	-16%	4%	.
4	CCN(CC)C(c1ccc(F)cc1)c1nnnn1CC1CCCO1 (stereo not given)	11%	4	0.4%	4%	-1%	0%
5	COC(=O)c1ccc(N2CCOCC2)c(F)c1	8%	-1	0.2%	4%	2%	0%
6	CC1CCN(S(=O)(=O)c2ccc(C(=O)N3CCCCC3C(=O)O)cc2)CC1 (stereo not given)	-4%	.	-0.6%	4%	-2%	.
7	CCCn1nc2cc(C(=O)NCCCCc3ccccc3)ccc2c1OCC	-18%	8	-0.7%	-13%	1%	0%
8	O=C(Cc1csc(Nc2nc(=S)[nH]c3ccccc23)n1)NCCCN1CCN(c2ccccc2F)CC1	?	0	0.1%	-2%	2%	4%
9	CC(OC(=O)c1ccc(-n2cnnn2)cc1)C(=O)Nc1ccccc1F (stereo not given)	21%	.	0.2%	5%	1%	.
10	N#Cc1cccc(NC(=O)c2nc(-c3ccccc3)n(-c3ccccc3)n2)c1	-15%	0	0.4%	5%	0%	-2%
11	Cc1ccccc1NS(=O)(=O)c1ccc(C(=O)N(C)CC(=O)Nc2ccccc2Br)cc1	-32%	.	0.2%	5%	1%	.
12	CCOc1ccc(OCC(=O)OCC(=O)Nc2ccc3[nH]c(=O)[nH]c3c2)cc1	6%	.	-0.1%	-2%	-2%	.
13	CN(C(=O)Cn1nc(Cl)ccc1=O)C1CCCN(Cc2ccccc2F)C1 (stereo not given)	-2%	.	-0.3%	4%	1%	-3%
14	COc1ccc(OC)c(NC(=O)CCN2CCN(C)CC2)c1	?	1	0.1%	4%	0%	1%[11.5 µM]
15	O=C(Nc1c(-c2ccc(F)cc2)nc2ccccn12)c1ccc(F)cc1	10%	1	-0.4%	-2%	2%	.

cpd	Chronic BCR inh	KCNH2 3.1 block	Giardia kill	KCNH2 WT inh	GALK inhibitor
1	4%	-15	-23	7	.
2	-1%	7	21	-12	-3%
3	?	-21	-13	1	7%
4	16%	0	-1	-19	0%
5	?	1	-4	-7	0%
6	?	-12	-4	4	.
7	0%	-6	-20	-1	2%
8	?	-13	?	3	13%
9	0%	19	-21	3	.
10	?	-5	33[activator]	1	4%
11	-7%	27	4	14	.
12	0%	3	-10	9	.
13	1%	1	10	-2	8%
14	2%	-7	0	-7	-5%
15	?	3	-8	5	-1%

New compounds follow:
cpd	canonical_smiles	Eya2 phos inh	Coupling enz	B2AR arrestin	uPA generation	USP2a block	PKM2 activator
16	Cc1cc(C(=O)Nc2ccccc2C(=O)O)ccc1NC(=O)COc1ccccc1Cl	-7%	.	0.3%	2%	-9%	1%
17	COCCCN1CCN(C2Cc3ccccc3Sc3ccc(Cl)cc32)CC1 (stereo not given)	-2%	1	-0.6%	5%	0%	-10%
18	CCCn1c(SCC(=O)Nc2cccc(S(=O)(=O)N(C)C)c2)nc2ccccc2c1=O	-4%	10	2.7%	-1%	3%	9%
19	Cc1oc2c(cc(NS(=O)(=O)c3ccc4c5c(cccc35)C(=O)N4)c3ccccc32)c1C(=O)OC(C)C	12%	-19	4.1%	8%	-2%	25%
20	FC(F)(F)c1cnc(-c2cnc(-c3cccnc3)nc2)c(Cl)c1	4%	0	0.3%	3%	1%	0%
21	O=[N+]([O-])c1ccc(C(=S)N2CCN(Cc3ccccc3)CC2)cc1	9%	-2	0.3%	3%	1%	17%
22	CCOC(=O)C1CCN(C(=O)Cn2cc(C(=O)OC)c3ccccc32)CC1	-15%	1	0.1%	-1%	1%	1%
23	COCc1ccc(C(=O)NC2CCCc3c2cnn3-c2cc(C)cc(C)c2)s1 (stereo not given)	3%	1	1.2%	-5%	-4%	0%
24	Cc1ccccc1COC(=O)CCC1=NS(=O)(=O)c2ccccc2N1	-1%	.	0.2%	4%	3%	.
25	O=C(Cc1ncc(C(F)(F)F)cc1Cl)NC1CC1	-20%	2	-0.4%	-2%	0%	-1%
26	CC(/C=N/n1c(COc2ccccc2)n[nH]c1=S)=C\c1ccco1	8%	5	0.0%	-2%	2%	-2%
27	CN(C(=O)CSc1nc2ccc([N+](=O)[O-])cc2s1)C1CCS(=O)(=O)C1 (stereo not given)	12%	-4	0.0%	-14%	-22%	-1%
28	Cc1nc(SCC(=O)N2CCCCC2)c2c(C)c(C)sc2n1	-23%	2	-1.6%	-5%	-2%	3%
29	CCN(CC(=O)Nc1ccc2c(c1)OCCO2)C(=O)COc1ccc(C)cc1	4%	.	-0.5%	-2%	-2%	0%
30	CCN1/C(=C/c2ccc3cc(C)ccc3[n+]2CC)Sc2ccccc21	?	6	0.0%	?	-2%	-70%

cpd	Chronic BCR inh	KCNH2 3.1 block	Giardia kill	KCNH2 WT inh	GALK inhibitor
16	-3%	-1	-12	5	-3%
17	?	-86*	9	?	-2%
18	?	3	-4	1	4%
19	-4%	-2	-15	2	-4%
20	0%	-2	-14	-6	0%
21	-6%	-13	-10	14	-3%
22	0%	4	-8	0	2%
23	?	-14	28	5	.
24	1%	11	-3	4	7%
25	-4%	2	-10	-2	-2%
26	0%	0	7	-1	6%
27	-1%	6	?	14	-3%
28	0%	-5	2	2	3%
29	-15%	-3	6	-17	6%
30	?	-2	29	-7	0%

Next part
cpd	canonical_smiles	Eya2 phos inh	Coupling enz	B2AR arrestin	uPA generation	USP2a block	PKM2 activator
31	CCN(Cc1ccccc1)S(=O)(=O)c1c[nH]c(C(=O)OC)c1	0%	4	-0.3%	-7%	0%	13%
32	COc1cccc(/C=C/C(=O)Nc2ccccc2N2CCOCC2)c1	7%	0	0.2%	-4%	2%	-1%
33	CN(C)CCCNC(=O)/C=C/c1ccc(OCc2c(F)cccc2Cl)cc1	2%	2	0.0%	-8%	8%	1%
34	O=C(Nc1nonc1-c1ccc(Cl)cc1)c1ccco1	4%	0	0.1%	2%	3%	.
35	CN1C(=O)Cc2cc(S(=O)(=O)NCc3cccs3)ccc21	9%	2	0.0%	1%	0%	?

cpd	Chronic BCR inh	KCNH2 3.1 block	Giardia kill	KCNH2 WT inh	GALK inhibitor
31	-6%	3	51[activator]	-6	.
32	?	-8	-5	9	0%
33	12%	-1	44[activator]	-45	-2%
34	0%	-7	4	-10	7%
35	?	-3	15	-1	7%

Reprinted at random: 3 compounds from above
cpd	canonical_smiles	Eya2 phos inh	Coupling enz	B2AR arrestin	uPA generation	USP2a block	PKM2 activator
33	CN(C)CCCNC(=O)/C=C/c1ccc(OCc2c(F)cccc2Cl)cc1	2%	2	0.0%	-8%	8%	1%
32	COc1cccc(/C=C/C(=O)Nc2ccccc2N2CCOCC2)c1	7%	0	0.2%	-4%	2%	-1%
34	O=C(Nc1nonc1-c1ccc(Cl)cc1)c1ccco1	4%	0	0.1%	2%	3%	.

cpd	Chronic BCR inh	KCNH2 3.1 block	Giardia kill	KCNH2 WT inh	GALK inhibitor
33	12%	-1	44[activator]	-45	-2%
32	?	-8	-5	9	0%
34	0%	-7	4	-10	7%
